CR mimetic SO – lowers age-related superoxide in aged yeast cells. S. cerevisiae aged cells, superoxide DHE fluorescence; hits give low values. superoxide response (% of plate mean), % at 10 µM. 330,000 tested, 0.18% active. AID 2690;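 active = superoxide response under a set limit, about three screen SD below normal, cut at about 65% in these data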;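 also: yeast aged for seven days with compound at 30 °C before DHE staining; 100% = average MFI of all compound-treated wells on the plate with controls excluded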
BCLXL inh – blocks human Bcl-xL binding to Bim BH3 peptide | Q07817 | GST-Bcl-xL / FITC-Bim BH3 peptide fluorescence polarization | 320,000 tested, 0.7% active | AID 2129 | inhibition, % at 10.9 µM;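 active = inhibition above the mean of all tested compounds plus 3 SD, cutoff set per campaign, cut at about 30% in these data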;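 also: 0% = DMSO wells and 100% = unlabeled Bim-BH3 peptide competitor; inhibitors lower millipolarization by displacing the labeled peptide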
CIT2 TOR yeast – alters CIT2-GFP fluorescence in TOR pathway yeast screen. S. cerevisiae CIT2-GFP strain, flow cytometry, 3 h; 100 means same as DMSO wells. GFP response vs DMSO, % at 10 µM. 320,000 tested, 0.065% active;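 active = GFP response relative to DMSO above a set limit, near the screen mean plus 3 SD, cut at about 150% in these data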;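 also: ratio of well median GFP fluorescence to mean of DMSO wells on the plate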
GLD-1 TGE inh – GLD-1-TGE RNA interaction inhibition (C. elegans); Q17339; purified GLD-1 + fluorescein TGE RNA, fluorescence polarization; inhibition, % at 5.96 µM; 320,000 tested, 0.44% active; AID 2280;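 active = percent inhibition above a per-plate cutoff, the plate mean of test compounds plus 3 SD, cut at about 30% in these data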;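 also: 0% = DMSO wells with GLD-1 and probe and 100% = wells lacking GLD-1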
GRK2 aptamer HTS – inhibitors of human GRK2 displacing RNA aptamer; P25098; bead flow cytometry, FAM-aptamer displacement from GRK2; inhibition of aptamer binding, % at 10 µM; 330,000 tested, 0.59% active; AID 488847;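 active = inhibition of aptamer binding above 40%, roughly 3 SD of noise, on plates passing a quality check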;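 also: median bead fluorescence of bound FAM aptamer so fluorescent compounds give negative values; no value below 0 was filed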
AGP1 TOR yeast – modulators of TOR pathway AGP1-GFP in S. cerevisiae | S. cerevisiae AGP1-GFP multiplex flow cytometry, 3 h; GFP as percent of DMSO wells | GFP response vs DMSO, % at 10 µM | 320,000 tested, 0.02% active;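 active = GFP response relative to DMSO above a set limit, near screen average plus 3 SD, cut at about 150% in these data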;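 also: median GFP channel fluorescence of the gated AGP1 strain per well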
MCL1 BIM primary – MCL1-BIM-BH3 interaction inhibition (human); 320,000 tested, 0.68% active; AID 2057; Q07820; inhibition, % at 10.9 µM; GST-MCL1 / FITC-Bim-BH3 fluorescence polarization;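 active = inhibition above the mean inhibition of all tested compounds plus 3 SD, set per campaign, cut at about 40% in these data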;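 also: 0% = DMSO wells and 100% = unlabeled Bim-BH3 peptide control; higher means more loss of mP so more displacement of Bim peptide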
MEX-5 binding – C. elegans MEX-5 TCR-2 RNA binding activity; Q9XUB2; MEX-5/FITC-TCR2 RNA binding, fluorescence polarization; hits give low values; activity score (negative = inhibition of binding), % at 10 µM; 300,000 tested, 0.38% active;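 active = inhibition past about -25% in most replicates, and total fluorescence under double the plate's negative control median, limit read from the data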;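 also: 0% = DMSO and -100% = 5 µM competing unlabeled TCR2 RNA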
VLA-4 inh – inhibition in a human VLA-4 binding assay | P13612 | VLA-4 expressing cells, ligand binding flow cytometry | inhibition, % (about 7 µM as worked out from the volumes in the protocol) | 330,000 tested, 0.2% active | AID 2557; in the data active = inhibition above about 50%
Target sequence (P13612 whole entry, looked up): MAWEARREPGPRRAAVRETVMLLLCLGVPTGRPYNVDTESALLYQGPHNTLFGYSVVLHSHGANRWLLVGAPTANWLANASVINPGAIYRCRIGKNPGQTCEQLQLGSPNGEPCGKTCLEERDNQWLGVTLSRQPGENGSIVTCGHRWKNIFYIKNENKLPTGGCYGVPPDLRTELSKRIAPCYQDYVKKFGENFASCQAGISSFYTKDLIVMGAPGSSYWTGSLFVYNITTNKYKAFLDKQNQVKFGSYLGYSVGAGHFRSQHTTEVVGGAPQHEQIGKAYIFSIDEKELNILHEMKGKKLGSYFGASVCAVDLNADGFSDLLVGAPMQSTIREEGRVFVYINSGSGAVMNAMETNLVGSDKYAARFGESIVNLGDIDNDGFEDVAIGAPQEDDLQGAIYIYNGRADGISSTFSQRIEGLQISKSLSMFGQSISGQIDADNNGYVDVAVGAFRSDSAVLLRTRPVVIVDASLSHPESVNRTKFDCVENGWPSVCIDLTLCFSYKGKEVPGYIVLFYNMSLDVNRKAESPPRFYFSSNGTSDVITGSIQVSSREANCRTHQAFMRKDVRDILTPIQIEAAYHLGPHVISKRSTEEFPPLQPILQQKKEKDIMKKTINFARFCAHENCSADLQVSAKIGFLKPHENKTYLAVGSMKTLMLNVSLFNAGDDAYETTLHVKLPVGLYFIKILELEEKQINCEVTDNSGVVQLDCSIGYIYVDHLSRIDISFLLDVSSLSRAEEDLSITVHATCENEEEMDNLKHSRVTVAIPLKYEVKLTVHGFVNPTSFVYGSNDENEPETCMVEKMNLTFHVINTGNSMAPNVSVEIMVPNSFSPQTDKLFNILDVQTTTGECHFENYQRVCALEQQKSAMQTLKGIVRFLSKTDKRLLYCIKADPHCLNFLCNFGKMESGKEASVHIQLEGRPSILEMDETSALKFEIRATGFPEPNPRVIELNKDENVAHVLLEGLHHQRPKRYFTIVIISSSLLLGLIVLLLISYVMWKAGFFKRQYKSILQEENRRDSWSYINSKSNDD
Active calls of the source: *; . = no result given; [ ] = dose if it differs, or a comment.

SMILES | CR mimetic SO | BCLXL inh | CIT2 TOR yeast | GLD-1 TGE inh | GRK2 aptamer HTS | AGP1 TOR yeast | MCL1 BIM primary | MEX-5 binding | VLA-4 inh
[O-]C1=N/[N+](=C/c2ccccc2Cl)CC1 | 104.1 | 5.4 | 101.7 | -0.6 | 0.0 | 100.3 | 2.9 | -0.6 | 8.3
O=C(CSc1nnc(-c2ccco2)o1)c1ccc(F)c(F)c1 | 95.5 | -6.1 | 101.6 | 3.8 | 1.0 | 103.2 | -7.7 | 1.7 | 5.7
COC(=O)c1cc(-c2ccc(C)cc2)n[nH]1 | 102.6 | 1.8 | 97.9 | -0.8 | 0.0 | 90.3 | 8.1 | -5.8 | 13.5
O=C(O)C1C2CCC(O2)C1C(=O)NCCC1=CCCCC1 (stereo not given) | 80.8 | 10.0 | 89.8 | 5.2 | 0.0 | 96.6 | 4.8 | -1.5 | 6.0
Cc1ccc(S(=O)(=O)N(C)C)cc1NC(=O)CSc1nc2ccccc2c(=O)n1CC1CCCO1 (stereo not given) | 101.4 | -1.4 | 98.4 | 3.2 | 0.0 | 81.7 | 2.5 | 0.0 | -6.2
C=C(Br)Cn1cnc2ccccc21 | 83.9 | 3.7 | 96.6 | 1.6 | 0.0 | 102.1 | -3.5 | 2.2 | -2.5
O=C(NCc1ccncc1)c1ccc(N2CCCC2)c([N+](=O)[O-])c1 | 97.2 | 0.7 | 98.8 | -3.1 | 0.0 | 97.9 | 3.2 | -1.0 | 5.0
Cc1ccsc1C(=O)c1sccc1C | 96.3 | 4.5 | 87.1 | -0.8 | 1.0 | 86.9 | -3.6 | 1.0 | 6.8
COc1ccc(C2CC(c3cccs3)=NN2c2nc(-c3ccccc3)cs2)cc1OC (stereo not given) | 123.2 | 4.3 | 96.9 | 1.8 | 2.0 | 101.1 | 9.9 | 1.8 | 0.7
CC(C)CCNC(=O)CN(Cc1ccccc1)C(=O)CCC(=O)Nc1ccccn1 | 91.4 | 1.9 | 99.2 | -0.5 | 1.0 | 98.7 | 1.6 | 0.0 | 11.6
CCOC(=O)N/N=C\c1ccc(-c2cccc(C(F)(F)F)c2)o1 | 101.5 | 0.2 | 100.2 | 1.4 | 1.0 | 99.0 | -3.0 | 2.0 | 0.1
C[C@H](CO)N1C[C@H](C)[C@@H](CN(C)Cc2ccc(C(=O)O)cc2)Oc2ccc(NC(=O)Cn3cnnn3)cc2C1=O | 93.5 | . | 83.5 | 7.8 | 2.0 | 91.3 | . | . | -1.5
CC(=O)NNc1nc(-c2ccccc2)c2cc(Br)ccc2n1 | 105.0 | 4.2 | 94.8 | 2.1 | 0.0 | 94.8 | 6.7 | -1.1 | 13.8
N#Cc1cc2cc3c(cc2nc1SCC(=O)OC1CCCCC1)OCO3 | 100.5 | 4.6 | 102.0 | -35.2 | 3.0 | 99.8 | -3.1 | -2.7 | -7.4
Cc1ccc(NC(=S)Nc2ccc(F)cc2)cc1C | 111.0 | 5.5 | 108.4 | -0.2 | 6.0 | 103.9 | -4.2 | 2.6 | 13.2
Cn1nccc1NC(=O)Nc1ccc(Cl)cc1 | 107.7 | 5.8 | 86.6 | -4.7 | 1.0 | 99.5 | 9.8 | 0.2 | -1.7
O=C(CSc1nnnn1-c1ccccc1)N1CCc2ccccc21 | 95.1 | -11.4 | 100.7 | 2.5 | 0.0 | 104.9 | -15.0 | -1.5 | 20.1
CS(=O)(=O)N1N=C(c2ccc3nccnc3c2)CC1c1ccccc1 (stereo not given) | 80.4 | 7.3 | 98.8 | -9.7 | 2.0 | 102.7 | 7.9 | -0.7 | -19.1
CN(C(=O)COc1cc(C(F)(F)F)nn1C)c1ccccc1 | 90.0 | 5.2 | 86.3 | 5.0 | 1.0 | 94.6 | -2.6 | -4.7 | -0.6
CC(OC(=O)CCN=C1NS(=O)(=O)c2ccccc21)C(=O)N(C)c1ccccc1 (stereo not given) | 101.4 | -1.7 | 95.8 | -4.0 | 2.0 | 101.8 | -5.7 | -0.8 | -2.3
O=C(Nc1ccc(F)cc1)c1cccc(NC(=O)C2C3CC4OC(=O)C2C4C3)c1 (stereo not given) | 86.0 | 3.7 | 102.7 | 4.8 | 0.0 | 110.0 | 2.8 | 1.8 | -53.3
CSc1nc(N)nc2c1ncn2CC(=O)NCCNc1ccc([N+](=O)[O-])cn1 | 84.7 | . | 98.8 | -2.1 | 0.0 | 99.1 | . | . | -5.0
CN(CC(=O)Nc1c(Cl)cccc1Cl)C(=O)Cc1cccs1 | 102.4 | -5.8 | 90.5 | 3.2 | 3.0 | 106.1 | 11.6 | . | 0.8
O=S(=O)(N=C(NS(=O)(=O)c1ccc(Cl)cc1)c1ccccc1)c1ccc(Cl)cc1 | 93.6 | . | 105.3 | 4.5 | 0.0 | 113.6 | . | . | 19.8
COc1cccc(OC)c1C(=O)N=c1sc2cc(S(C)(=O)=O)ccc2n1C | 88.3 | -0.5 | 101.7 | 0.9 | 0.0 | 107.8 | -7.8 | 2.2 | 4.5
CCOC(=O)N1CC=C2C(C#N)=C(N)C(C#N)(C#N)[C@H](c3ccc(OC(C)C)c(OCC)c3)[C@H]2C1 | 105.7 | 6.8 | 98.8 | 0.6 | 1.0 | 102.9 | -6.7 | -6.1 | -1.1
COc1ccc(-c2nc(Cn3c(SCc4ccc(F)cc4)nc4ccncc43)c(C)o2)cc1OC | 99.4 | 1.7 | 96.7 | 0.8 | 2.0 | 99.5 | -1.2 | -0.3 | -2.7
O=C(COc1ccccc1)N1CCN(S(=O)(=O)Cc2ccccc2)CC1 | 95.1 | 5.9 | 87.0 | 1.9 | 3.0 | 95.0 | 9.2 | 0.1 | 0.8
COc1ccc(NC(=O)CSc2nc(N)c3cc4c(nc3n2)CCCC4)cc1 | 114.5 | 7.3 | 99.8 | 3.6 | 0.0 | 96.9 | -4.8 | -2.0 | -3.5
Cc1ccc(CN2C(=O)c3ccccc3C2C(=O)NCc2cccnc2)cc1 (stereo not given) | 95.7 | 3.4 | 99.1 | -3.6 | 3.0 | 102.0 | 5.3 | -2.1 | -25.9
COc1ccc(C2=NOC(CN3C(=O)c4ccccc4S3(=O)=O)C2)cc1 (stereo not given) | 103.5 | 0.7 | 98.5 | 5.4 | 2.0 | 97.4 | 8.5 | -0.6 | -8.0
O=C(O)COc1nsnc1N1CCOCC1 | 90.5 | 3.5 | 104.2 | -1.1 | 1.0 | 105.7 | 6.5 | 1.0 | 15.6
O=C(NCCc1ccccc1Cl)C1CCC(=O)N(C2CCCCCC2)C1 (stereo not given) | 93.9 | -1.0 | 92.4 | 6.8 | 0.0 | 101.1 | 5.3 | -3.3 | 11.4
CC1(c2ccncc2)Nc2ccccc2-c2nc3ccccc3n21 (stereo not given) | 98.3 | 4.7 | 93.7 | 10.7 | 1.0 | 96.5 | 11.1 | -1.7 | 51.4*
O=C1CC(C(=O)NC2CCCCC2)C(c2ccccc2)O1 (stereo not given) | 109.8 | 5.2 | 101.8 | -4.3 | 3.0 | 104.3 | -3.2 | -3.0 | 12.5
CCOC(=O)C1CCN(C(=O)c2c(-c3c(F)cccc3Cl)noc2C)CC1 | 102.2 | 5.0 | 93.2 | 0.2 | 0.0 | . | 3.0 | -5.5 | 4.2
Cc1c(CCO)c(=O)[nH]n1S(=O)(=O)c1ccc(F)cc1 | 105.0 | -4.3 | 124.8[may fluoresce green] | 2.7 | 0.0 | 107.0[may fluoresce green] | -6.1 | -2.6 | -4.3
CCOC(=O)C1(Cc2cccc(F)c2)CCN(C(=O)c2cnccn2)CC1 | 112.8 | -2.1 | 87.5 | -4.1 | 0.0 | 93.3 | -4.0 | 0.5 | 1.4
Cc1ccc(-c2nn(CC(=O)NCC3CCCO3)c(=O)c3ccccc23)cc1 (stereo not given) | 119.2 | 3.9 | 103.6 | 1.2 | 0.0 | 105.7 | 4.2 | -1.0 | 5.6
COc1ccc(NS(=O)(=O)c2cc(NC(=O)c3ccccn3)ccc2OC)cc1Br | 97.6 | . | 88.0 | 14.3 | 5.0 | 88.2 | . | . | 3.7
CCC(=O)NS(=O)(=O)c1cccnc1Nc1ccc(Cl)cc1 | 106.4 | 12.0 | 108.4 | 1.7 | 0.0 | 114.8 | 6.9 | 2.4 | 1.0
Cn1c(=O)c2c(ncn2CC(=O)OCC(=O)c2ccc(F)c(F)c2)n(C)c1=O | 104.0 | 2.3 | 106.1 | -1.6 | 0.0 | 108.9 | -1.8 | -2.9 | -6.7
O=S(=O)(NCc1ccc2c(c1)OCO2)c1cnc[nH]1 | 81.7 | 5.0 | 120.6 | 4.0 | 0.0 | 104.7 | 1.9 | -1.1 | -17.0
Cc1cccc(NC(=O)c2cc([N+](=O)[O-])ccc2N2CCCCC2)n1 | 105.6 | 4.9 | 88.2 | 2.1 | 0.0 | 106.9 | 3.8 | 1.8 | -0.9
CCCn1cc(CN2CCC(Oc3ccc(C(=O)N4CCCC4)cc3)CC2)c(C)n1 | 91.6 | 3.0 | 103.4 | 0.9 | 0.0 | 100.1 | -2.4 | -2.0 | 30.4
c1ccc(OCCSc2nc3ccccc3o2)cc1 | 87.5 | -14.2 | 86.3 | -9.6 | 3.0 | 89.8 | -18.2 | 1.5 | 21.7
CCc1ccc(NC(=O)C2CCCN(S(=O)(=O)c3cccs3)C2)cc1 (stereo not given) | 100.6 | -1.6 | 93.0 | -7.9 | 0.0 | 91.9 | -6.4 | -3.2 | 12.2
O=C(NCc1ccccc1)N1CCOCC1 | 93.4 | 7.4 | 108.3 | 7.1 | 5.0 | 101.9 | 7.1 | . | 10.0
Cc1cc(C(=O)NCc2cccs2)nn1C | 117.5 | 5.3 | 91.2 | 0.7 | 0.0 | 101.5 | 8.1 | -0.3 | 0.2
CCSc1cc(N2CCOCC2)nc(-c2ccc(Cl)cc2)n1 | 109.2 | 2.2 | 82.6 | -6.8 | 2.0 | 94.2 | 0.9 | 0.6 | -8.5
COc1ccc(/C=N/N2CCN(c3ccc(Cl)cc3)CC2)cc1 | 90.2 | -0.4 | 99.9 | 1.3 | 0.0 | 96.1 | 0.0 | 1.0 | 2.2
CC(C)/C(=N\NS(=O)(=O)c1ccc(Br)cc1)c1cccs1 | 96.6 | 8.1 | 83.0 | 0.7 | 1.0 | 93.9 | 5.7 | -1.8 | -1.9
Cc1cc2[nH]ncc2cc1NC(=S)NC(=O)c1ccccc1 | 112.6 | 12.4 | 103.2 | -1.0 | 5.0 | 103.2 | 17.6 | 0.8 | 4.0
COC(=O)c1ccccc1NC(=O)c1ccc(COc2ccc3c(c2)CCC3)cc1 | 98.6 | 5.6 | 88.1 | 11.0 | 1.0 | 78.9 | -0.3 | -0.2 | -3.0
COc1ccccc1NS(=O)(=O)c1cc(NC(=S)NCC2CCCO2)ccc1C (stereo not given) | 94.2 | 6.7 | 89.3 | 0.5 | 0.0 | 103.3 | 12.6 | 2.0 | 6.0
COc1ccc(C(=O)Nc2ccc(S(=O)(=O)N3CCOCC3)cc2)cc1 | 98.3 | 4.8 | 97.8 | 8.2 | 0.0 | 104.2 | -0.2 | 0.8 | 3.7

Assay outcomes deposited in PubChem BioAssay by several laboratories.

Hits appear at their usual frequency; overall some 2.1% were active at least once.
